GLS inh – glutaminase GLS (human) inhibition; O94925; GLS enzymatic activity, qHTS titration; Potency, µM (highest dose often 45.5 µM), inactives show at the highest dose activity change, negative = inhibition, most hits filed as inhibitors; 0.21% of 410,000 active; AID 624170; also: % is scaled to controls: 0 for no effect and ±100 for the full control effect
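Compounds were pin-transferred onto hKGA, after which L-glutamine (1 mM solution) and a detection mix of glutamate oxidase, HRP and Amplex Red were added. Initial and 30 min RT fluorescence reads were collected.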
Pin1 inh – human Pin1 inhibition; Q13526; Pin1 FP peptide displacement, HiFluor488, 10 min; Potency, µM (doses to about 115 µM), without a hit: at the top dose activity, negative = inhibition, most hits filed as inhibitors; 0.009% of 390,000 active; active = well fitted inhibition curve with a large enough effect in the polarisation, with a control signal flat, not every such curve was filed as active; inconclusive = small, poorly fitted or top-dose-only effect, or effect the other way, or a change in a side signal; inactive = no such curve, though single readings can be large or run the other way; the % refers to the polarisation; also: % is scaled to controls: 0 for no effect and ±100 for the full control effect
Target sequence (Q13526 whole entry, looked up): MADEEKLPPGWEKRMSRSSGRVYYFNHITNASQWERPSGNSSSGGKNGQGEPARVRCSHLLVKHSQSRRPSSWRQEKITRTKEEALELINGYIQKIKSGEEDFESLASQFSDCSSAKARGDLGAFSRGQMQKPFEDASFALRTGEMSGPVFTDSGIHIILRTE
BAZ2B block – inhibitors of human BAZ2B bromodomain | 4.4% of 360,000 active | Potency, µM (titrated, usually from 114 µM), inactives show top-dose activity change, negative = inhibition, usual class: inhibitors | Q9UIF8 | AlphaScreen BAZ2B-H3K14Ac peptide displacement; also: % is scaled to controls: 0 for no effect and ±100 for the full control effect; nearly all actives have a fitted effect of over 60% in size
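Inhibition is scored as reduced AlphaScreen emission. The BAZ2B/b-H3(5-23)K14Ac complex (50 nM each) in PBS pH 7.4, 0.01% Tween-20 meets compound (up to 110 uM) for 30 min at RT before bead addition.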
G9a inh – G9a (human) methyltransferase inhibition; Q96KQ7; Potency, µM (titrated, usually from 102 µM), without a hit: top-dose activity, negative = inhibition, hits mostly inhibitors; G9a H3K9 monomethylation, AlphaScreen, 2 h; 8.8% of 350,000 active; AID 504332; also: % is scaled to controls: 0 for no effect and ±100 for the full control effect; nearly all actives have a fitted effect of over 75% in size
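G9a (20 nM) was preincubated 15 min with compound, then reacted 2 h at room temperature with 500 nM biotin-H3K9 peptide and 20 µM SAM. Monomethyl-H3K9 detected by AlphaScreen using anti-H3K9me1 antibody.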
Tb PGK inh – T. brucei PGK inhibition; Potency, µM (highest dose often 57.5 µM), for inactives: at the top dose activity change, negative = inhibition, actives largely listed as inhibitors; 0.043% of 380,000 active; P07378; PGK/GAPDH coupled, Kinase-Glo luminescence, 60 min; also: % is scaled to controls: 0 for no effect and ±100 for the full control effect; nearly all actives have a fitted effect of over 60% in size
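Recombinant glycosomal PGK reaction used 1,3-bisphosphoglycerate generated in-well by GAPDH (100nM final) in 100mM TEA pH 7.6, 5mM MgCl2, 0.01% Tween-20. After 60 minutes at room temperature, ATP was read by Kinase-Glo Plus luminescence end-point.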
POLI inh – inhibitors of human DNA polymerase iota; Q9UNA4; Pol iota fluorescent replication assay, 10 min; Potency, µM (series often up to 115 µM), inactives show at the highest dose activity, negative = inhibition, most hits filed as inhibitors; 1% of 390,000 active; AID 588590
Target sequence (Q9UNA4 whole entry, looked up): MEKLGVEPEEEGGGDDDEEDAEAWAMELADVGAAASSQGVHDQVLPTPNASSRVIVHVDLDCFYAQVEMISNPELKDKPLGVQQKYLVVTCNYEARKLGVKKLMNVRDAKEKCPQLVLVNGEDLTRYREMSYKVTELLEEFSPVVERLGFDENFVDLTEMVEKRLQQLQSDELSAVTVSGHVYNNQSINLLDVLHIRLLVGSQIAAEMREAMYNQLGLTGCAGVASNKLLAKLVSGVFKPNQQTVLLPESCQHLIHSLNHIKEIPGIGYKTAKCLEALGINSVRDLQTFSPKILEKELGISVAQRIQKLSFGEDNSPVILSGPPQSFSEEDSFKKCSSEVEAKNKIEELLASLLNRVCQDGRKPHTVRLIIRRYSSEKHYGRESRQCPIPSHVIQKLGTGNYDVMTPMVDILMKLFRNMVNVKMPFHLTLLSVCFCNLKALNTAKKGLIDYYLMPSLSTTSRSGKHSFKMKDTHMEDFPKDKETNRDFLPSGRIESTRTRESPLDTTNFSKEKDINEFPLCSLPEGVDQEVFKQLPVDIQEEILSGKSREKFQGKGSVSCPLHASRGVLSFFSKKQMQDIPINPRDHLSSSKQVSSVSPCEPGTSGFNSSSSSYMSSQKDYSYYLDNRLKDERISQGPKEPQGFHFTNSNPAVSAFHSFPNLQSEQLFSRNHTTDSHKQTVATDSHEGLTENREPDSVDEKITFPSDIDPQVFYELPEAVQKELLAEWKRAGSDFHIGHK
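Fluorescent replication assay read twice, at 0 min and 10 min after adding 50 nM (final) substrate. Enzyme (10 nM) and compounds were first incubated 15 min at room temperature; enzyme-free buffer wells were negative controls.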
BLM helicase inh – inhibitors of human Bloom syndrome helicase BLM. recombinant BLM DNA unwinding, fluorescence dequenching. Potency, µM (series often up to 56.1 µM), for the others: at the highest dose activity change, negative = inhibition, most hits filed as inhibitors. 0.2% of 350,000 active. AID 2528;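 also: plate controls were vehicle for no effect and no enzyme for full effect; nearly all actives have a fitted effect of over 35% in size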
JMJD2A Tudor inh – blocks the human JMJD2A Tudor domain. O75164. AlphaScreen JMJD2A-Tudor / H3K4me3 peptide binding. Potency, µM (series often up to 114 µM), for inactives: at the highest dose activity change, negative = inhibition, hits mostly inhibitors. 4.4% of 390,000 active. AID 504339; also: % is scaled to controls: 0 for no effect and ±100 for the full control effect; nearly all actives have a fitted effect of over 50% in size
HP1b chromo inh – blocks HP1-beta chromodomain binding to methylated histone tails; Potency, µM (doses to about 114 µM), for inactives: top-dose activity change, negative = inhibition, most hits filed as inhibitors; 0.56% of 390,000 active; P83916; AlphaScreen HP1-beta / biotin-H3K9me3 peptide binding; also: nearly all actives have a fitted effect of over 70% in size; inactives centre near 23
Target sequence (P83916 whole entry, looked up): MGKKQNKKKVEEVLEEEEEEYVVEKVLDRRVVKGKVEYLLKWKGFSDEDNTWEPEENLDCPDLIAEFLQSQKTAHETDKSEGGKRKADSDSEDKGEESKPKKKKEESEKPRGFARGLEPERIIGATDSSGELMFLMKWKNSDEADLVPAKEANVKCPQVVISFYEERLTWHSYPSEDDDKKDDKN
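Compound inhibition of the preformed complex between 50 nM HP1-beta and 50 nM biotinylated H3K9me3 peptide was read by AlphaScreen. Buffer was PBS pH 7.4 with 0.01% Tween-20. Incubations ran 30 min at room temperature, with 10 ug/mL donor/acceptor beads.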
* hit, by the source's call; i = inactive; ? = inconclusive; nt = no result given; & = joins results of further samples; [ ] = another dose, or the depositor's remark. Unless noted, calls follow the shape of the dose curve; as a rule, active = well fitted curve in the direction sought with a large enough effect; inconclusive = small, poorly fitted or top-dose-only effect, or another doubt; inactive = no such curve, though single readings can be large; an effect the other way counts as inactive or inconclusive. Potency is read from the fitted curve at half-maximal effect. An excerpt, so the mix of outcomes need not match the whole.

SMILES | GLS inh | Pin1 inh | BAZ2B block | G9a inh | Tb PGK inh | POLI inh | BLM helicase inh | JMJD2A Tudor inh | HP1b chromo inh
O=C(O)CCC(=O)Nc1ccc(S(=O)(=O)N2CCCC2)cc1 | 15% | 1% | 7% | -2%[12.7 µM] | -6% | 8% | -1% | -18% | 38%
Cc1onc(-c2ccccc2)c1C(=O)OCC(=O)c1ccccc1 | -12% | 0% | 37% | 43%[activator][59 µM] | ? | 10% | -6% | 62%[activator] | 129%
COCCn1c(N)c(C(=O)NCC2CCCO2)c2nc3ccccc3nc21 (configuration not stated) | 4% | ? | 39%[activator] | 57%[activator][59 µM] | 5% | ? | ? | 21% | 97%
Cc1ccc(Cl)cc1N1CCN(CC(=O)Nc2ccc3[nH]c(=O)[nH]c3c2)CC1 | 1% | -3% | 2% | -48%[12.7 µM] | 1% | 29% | -1% | -9% | 6%
Cc1ccc(C(=O)Nc2ccc(N3CCN(S(C)(=O)=O)CC3)cc2)cc1 | 0% | 0% | 6% | 18%[12.7 µM] | 3% | 14% | 1% | -6% | 10%
NC(=O)COc1ccc(Nc2nnc(-c3ccc(O)cc3)c3ccccc23)cc1 | 7.9µM* | -6% | -18% | 8% | 2% | -22% | -4% | -19% | 24%
N#Cc1c(N)n(-c2cccc(C(=O)O)c2)c2nc3ccccc3nc12 | 6% | ? | -1% | 15%[59 µM] | -10% | 31%[activator] | -13% | -10% | 43%[activator]
COc1ccc(CCNC(=O)C(=O)NCC2OCCN2S(=O)(=O)c2ccc(F)cc2)cc1 (configuration not stated) | -2% | 3% | 37%[activator] | nt | -5% | 9% | 1% | 1% | 53%[activator]
CC1C(C#N)=C(SCC(N)=O)NC2=C1C(=O)CC(C)(C)C2 (configuration not stated) | ? | 0% | 10% | -44% | 7% | 82%[activator] | -2% | ? | 3%
Nc1nonc1-c1nc2ccccc2n1CC(=O)N1CCN(c2ccc(F)cc2)CC1 | 26% | 7% | 14% | 15%[12.7 µM] | -4% | 9% | -2% | 1% | 20%
C[C@H](CO)N1C[C@H](C)[C@@H](CN(C)Cc2ccc(C(=O)O)cc2)Oc2ccc(NC(=O)Cn3cnnn3)cc2C1=O | 5% | 2% | nt | nt | 4% | ? | nt | -15% | 30%
Cc1ccc(-c2c(C(=O)N(C)Cc3ccccc3)oc(=O)c3ccccc23)cc1 | 1%&5% | 9%&10% | 15% | 3%[59 µM] | -7%&-1% | -2%&-22% | -6%&-7% | -9%&-21% | 45%&34%[activator]
Cc1ccc(-c2nnc(-c3ccccc3)c(-c3ccccc3)n2)cc1 | 0% | 2% | -14% | ? | -6% | 22% | -5% | -10% | 35%
O=C1C=C(Nc2ccc(O)cc2)C(=O)c2ccccc21 | ? | ? | 28µM* | nt | ? | 39%[activator] | ? | ? | -9%
COC(=O)C1CCN(Cc2cn(Cc3ccccc3)nc2-c2cc3ccccc3o2)CC1 | -6% | 9% | -30% | -32% | i | 30% | -4% | -33% | 18%
COc1ccc(-c2csc(NC(=O)c3ccccc3Br)c2C(=O)O)cc1 | -14% | 1% | -21% | ? | -1% | 105%[activator] | -1% | -13% | 26%
Cc1cc(N=Nc2ccc3ccccc3c2)ccc1O | -22% | -2% | 28µM* | 35µM* | -5% | 44%[activator] | -11% | 45µM* | 50µM*
C=CCNc1nc(NC(C)(C)CO)nc(OCC)n1 | -1% | 0% | -15% | 2%[59 µM] | -13% | 27% | -1% | -27% | 23%
O=C(NC12CC3CC(CC(C3)C1)C2)c1cnccn1 | ? | ? | 4% | 29%[59 µM] | -12% | -2% | 0% | -35% | 42%[activator]
COc1ccc(C2CC(c3ccc4ccccc4c3)=NN2C(=O)COC(=O)C2CCC(=O)N2)cc1 (configuration not stated) | -1% | 2% | 35µM* | ? | 6% | 128%[activator] | -4% | ? | -1%
CSc1ncc(Cl)c(C(=O)NCc2ccc(C)cc2)n1 | -7% | 0% | 5% | 10%[59 µM] | 0% | 26% | -1% | 9% | 50%[activator]
Cc1ccc(S(=O)(=O)N2CCOCC2)cc1NC(=O)CN1CCN(c2ccc(O)cc2)CC1 | -18% | -2% | ? | ? | 7% | ? | -2% | 25µM* | ?
Cc1ccc(S(=O)(=O)Nc2ccc3c(c2)c2c(n3S(=O)(=O)c3ccc(C)cc3)CCCC2=O)cc1 | 11% | 8% | -22% | 8%[59 µM] | -10% | 24% | 3% | -25% | 13%
Cc1nc(=S)c2c([nH]1)-c1ccccc1CC21CCCCC1 | 6% | -10% | -24% | 8% | -7% | -7% | -8% | -1% | 29%
CCO[C@H]1OC(C(=O)Nc2ccccc2)=C[C@@H](C)[C@@H]1CCCO | 5% | -7% | -10% | 6%[12.7 µM] | 5% | 19% | -1% | -1% | 25%

Arranged by length of the SMILES (descending): part of the list above.
SMILES | GLS inh | Pin1 inh | BAZ2B block | G9a inh | Tb PGK inh | POLI inh | BLM helicase inh | JMJD2A Tudor inh | HP1b chromo inh
Cc1ccc(S(=O)(=O)Nc2ccc3c(c2)c2c(n3S(=O)(=O)c3ccc(C)cc3)CCCC2=O)cc1 | 11% | 8% | -22% | 8%[59 µM] | -10% | 24% | 3% | -25% | 13%
COc1ccc(CCNC(=O)C(=O)NCC2OCCN2S(=O)(=O)c2ccc(F)cc2)cc1 (configuration not stated) | -2% | 3% | 37%[activator] | nt | -5% | 9% | 1% | 1% | 53%[activator]
COC(=O)C1CCN(Cc2cn(Cc3ccccc3)nc2-c2cc3ccccc3o2)CC1 | -6% | 9% | -30% | -32% | i | 30% | -4% | -33% | 18%
CCO[C@H]1OC(C(=O)Nc2ccccc2)=C[C@@H](C)[C@@H]1CCCO | 5% | -7% | -10% | 6%[12.7 µM] | 5% | 19% | -1% | -1% | 25%
NC(=O)COc1ccc(Nc2nnc(-c3ccc(O)cc3)c3ccccc23)cc1 | 7.9µM* | -6% | -18% | 8% | 2% | -22% | -4% | -19% | 24%
COc1ccc(-c2csc(NC(=O)c3ccccc3Br)c2C(=O)O)cc1 | -14% | 1% | -21% | ? | -1% | 105%[activator] | -1% | -13% | 26%
COCCn1c(N)c(C(=O)NCC2CCCO2)c2nc3ccccc3nc21 (configuration not stated) | 4% | ? | 39%[activator] | 57%[activator][59 µM] | 5% | ? | ? | 21% | 97%
O=C(O)CCC(=O)Nc1ccc(S(=O)(=O)N2CCCC2)cc1 | 15% | 1% | 7% | -2%[12.7 µM] | -6% | 8% | -1% | -18% | 38%
O=C(NC12CC3CC(CC(C3)C1)C2)c1cnccn1 | ? | ? | 4% | 29%[59 µM] | -12% | -2% | 0% | -35% | 42%[activator]

Back to the main list; the two compounds before the break are reprinted first.
SMILES | GLS inh | Pin1 inh | BAZ2B block | G9a inh | Tb PGK inh | POLI inh | BLM helicase inh | JMJD2A Tudor inh | HP1b chromo inh
Cc1nc(=S)c2c([nH]1)-c1ccccc1CC21CCCCC1 | 6% | -10% | -24% | 8% | -7% | -7% | -8% | -1% | 29%
CCO[C@H]1OC(C(=O)Nc2ccccc2)=C[C@@H](C)[C@@H]1CCCO | 5% | -7% | -10% | 6%[12.7 µM] | 5% | 19% | -1% | -1% | 25%
O=C(NNC(=O)C1CCN(S(=O)(=O)c2ccccc2)CC1)c1ccccc1O | -6% | -5% | -10% | 82%[activator] | 2% | -11% | -2% | -6% | 44%[activator]
O=C(NCCOCCn1c(=O)oc2ccccc21)Nc1ccc(F)cc1F | -11% | -9% | -3% | -24%[59 µM] | -2% | 2% | 3% | -25% | 0%
CN(C)c1ccc(NC(=O)CSc2nc(C3CC3)nc3ccccc23)cc1 | 5% | 7% | -11% | 4.5µM* | 8% | 34%[activator] | -17% | ? | -5%
C#CCOCCOCCOCCNc1nc(N2CCOCC2)nc(N2CCN(C(=O)CCCCCCCCCCNC(=O)[C@H](CO)n3cc(CCCSC)nn3)CC2)n1 | -2% | 1% | -32% | -3%[2.33 µM] | 0% | 16% | nt | -34% | 21%
CCN1CCN(C(=O)c2cc(COc3ccc(F)cc3F)on2)[C@@H](C)C1=O | -9% | 4% | -3% | -10% | i | 30%[activator] | -2% | -1% | 33%
CC12CC3CC(C)(C1)CC(C(=O)NC1=NCCS1)(C3)C2 | -6% | 0% | ? | -33% | i | 2% | -1% | -11% | 59%[activator]
O=C(Cn1c(=O)nc(-c2ccccc2F)c2cc(Cl)ccc21)NCCCc1ccccc1 | 3% | 6% | 0% | -1%[59 µM] | -4% | 14% | -7% | -4% | 30%
O=C(CCc1nnc(CCCCc2ccccc2)o1)NCCCc1cccnc1 | -5% | -5% | -13% | 20% | 4% | 130%[activator] | -1% | 0%[57.1 µM] | 37%
CC(NC(=O)COc1ccccc1Cl)c1ccccc1 (configuration not stated) | -2% | 19% | 13% | 11% | nt | -17% | -9% | 17% | 102%[activator]
CCCN(C(=O)CCCSc1nc2ccccc2[nH]1)c1c(N)n(Cc2ccccc2)c(=O)[nH]c1=O | 1% | 3% | -1% | -26% | i | -19% | nt | -6% | 16%
COc1ccc(C(CC(=O)NC(C)c2ccc(-c3ccccc3)cc2)NC(C)=O)cc1 (configuration not stated) | -12% | 7% | 2% | -1% | i | 90%[activator] | -5% | -13% | 23%
O=C(CCN1CCN(CCO)CC1)Nc1cccc(Br)c1 | -1% | -5% | 3% | 23% | -7% | 1% | -5% | -11% | 18%
O=C(NCc1cccnc1)c1ccc(COc2ccccc2Cl)o1 | -4% | -5% | -1% | nt | -10% | 7% | -8% | -15% | 47%[activator]
CCOc1ccc(OCc2ccc(C(=O)NCc3cccnc3)o2)cc1 | 7% | 1% | -31% | -7% | -8% | 14% | -4% | -15% | 14%
O=C(Nc1ccc(N2CCN(C(=O)c3ccco3)CC2)c(Cl)c1)c1c(F)c(F)c(F)c(F)c1F | -3% | 2% | 7% | 20%[59 µM] | -2% | 73%[activator] | -7% | 2% | 22%
CCCc1nc2ccc(NC(C)=O)cc2c(=O)n1Cc1ccc(Cl)cc1 | 2% | 4% | -37% | -7%[59 µM] | 2% | 24% | -9% | -21% | 12%
CC(C)c1ccccc1OCC(=O)Nc1cc(S(=O)(=O)N2CCOCC2)ccc1N1CCCC1 | 4% | 11% | -9% | 28µM* | -2% | 5% | nt | ? | -26%

Source: PubChem BioAssay
